Screening results deposited in PubChem by National Center for Advancing Translational Sciences (NCATS).
ERG-DNA inh = ERG Ets/DNA interaction inhibition; Potency, µM (doses to about 76.9 µM), inactives show at the highest dose FP activity, negative = inhibition, usual class: inhibitors; hit rate 0.028% among 370,000; P11308; fluorescence polarization, His-ERG Ets domain / labelled DNA; active = well fitted inhibition curve with a large enough effect in the polarisation, with a control signal flat; inconclusive = small, poorly fitted or top-dose-only effect, or effect the other way, or a change in a side signal; inactive = no such curve, though single readings can be large or run the other way; the % refers to the polarisation;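 also: polarization taken with two DNA probes labelled with fluorescein and Texas red; potency is read from the fitted curve at half-maximal effect; % of control where 0% means no effect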
Target sequence (P11308 whole entry, looked up, the tested form may be a part): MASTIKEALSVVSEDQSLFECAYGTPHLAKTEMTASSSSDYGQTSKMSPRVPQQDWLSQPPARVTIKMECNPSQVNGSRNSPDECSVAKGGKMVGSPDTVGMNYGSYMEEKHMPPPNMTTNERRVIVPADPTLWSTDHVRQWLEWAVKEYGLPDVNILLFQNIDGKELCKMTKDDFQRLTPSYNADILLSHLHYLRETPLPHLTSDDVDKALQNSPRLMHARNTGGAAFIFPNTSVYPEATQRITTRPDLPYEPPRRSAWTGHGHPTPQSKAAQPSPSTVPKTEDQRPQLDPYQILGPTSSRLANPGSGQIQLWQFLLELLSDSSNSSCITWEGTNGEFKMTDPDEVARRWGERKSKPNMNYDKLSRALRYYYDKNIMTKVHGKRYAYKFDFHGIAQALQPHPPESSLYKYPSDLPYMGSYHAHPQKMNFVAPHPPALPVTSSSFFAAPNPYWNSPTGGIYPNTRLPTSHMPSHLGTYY
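His-tagged ERG Ets domain (1 uM in the protein solution; 300mM KCl, 50mM Tris-HCl, 1mM EDTA, 1mM DTT, pH 7.5) received compound, then a probe mix of 5 nM fluorescein-DNA and 100nM Texas-615-DNA. Fluorescence polarization was read for both dyes.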
D2 antagonist = D2 dopamine receptor (human) antagonism; P14416; hit rate 2% among 340,000; HEK293 TREx D2 cells, calcium flux, dopamine EC80; AID 485344; inhibition, % at 10 µM; in the data active = inhibition above about 30%; also: 0% is about no effect
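Measurement of antagonist activity uses fluorescent calcium dye in inducible HEK293 T-REx D2 cells: 10 s baseline, compound addition with 180 s read, EC80 dopamine addition with a further 180 s read.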
GRP78 ERSR act = inducers of ER stress response in human glioma cells. U87-MG GRP78 promoter luciferase reporter, 16 h. Potency, µM, inactives show at the top dose activation, actives largely listed as activators. hit rate 0.02% among 420,000; also: potency is read from the fitted curve at half-maximal effect; series mostly up to about 76 µM; % of control where 0% means no effect; nearly all actives have a fitted effect of over 35% in size
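Stably transfected U87-MG human glioma cells carrying a GRP78-based luminescent sensor were seeded at 1000 cells/well, pin-dosed with compounds and incubated 16 h. Luciferase reagent was then added, and end-point luminescence was read after 10 min at room temperature.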
D2 agonist = activates the human D2 dopamine receptor; HEK293 T-REx D2 cells, calcium flux agonist mode; AID 485358; activation, % at 2 µM; P14416; hit rate 0.53% among 340,000;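 active = activation over 3 SD above normal in the single-dose calcium agonist read, cut at about 30% in these data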; also: 0% is about no effect
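Agonism is scored from calcium flux in a force-coupled, inducible HEK293 cell line expressing D2, read kinetically for 180 s after compound addition against dopamine controls.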
12-LOX inh = blocks human arachidonate 12S-lipoxygenase | P18054 | purified 12hLO, xylenol orange hydroperoxide absorbance | Potency, µM (titrated, usually from 108 µM), inactives show top-dose activity change, negative = inhibition, most hits filed as inhibitors | hit rate 1.1% among 580,000 | AID 1671190; also: potency is read from the fitted curve at half-maximal effect; % is scaled to controls: 0 for no effect and ±100 for the full control effect
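Purified human 12hLO at 150 nM in 25 mM Hepes, 0.01% Triton X-100, pH 7.0, preincubated 15 min at room temperature with compound. Reaction started with 40 uM arachidonic acid, 30 min at room temperature. Hydroperoxide measured by Fe-xylenol orange, 573/405 nm absorbance ratio.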
Vif-APOBEC3G blk = inhibitors of Vif-APOBEC3G interaction; Potency, µM (top dose mostly 46.1 µM), for inactives: at the highest dose activity, negative = active, usual class: inhibitors; AID 602310; hit rate 0.076% among 410,000; HeLa A3G-eYFP + Vif (tagged APOBEC3G with the HIV-1 protein that degrades it), YFP fluorescence, overnight;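 also: potency is read from the fitted curve at half-maximal effect; % is scaled to controls: 0 for no effect and ±100 for the full control effect; nearly all actives have a fitted effect of over 60% in size; hits raise eYFP signal because A3G escapes Vif-driven loss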
Target sequence (Q9HC16 whole entry, looked up): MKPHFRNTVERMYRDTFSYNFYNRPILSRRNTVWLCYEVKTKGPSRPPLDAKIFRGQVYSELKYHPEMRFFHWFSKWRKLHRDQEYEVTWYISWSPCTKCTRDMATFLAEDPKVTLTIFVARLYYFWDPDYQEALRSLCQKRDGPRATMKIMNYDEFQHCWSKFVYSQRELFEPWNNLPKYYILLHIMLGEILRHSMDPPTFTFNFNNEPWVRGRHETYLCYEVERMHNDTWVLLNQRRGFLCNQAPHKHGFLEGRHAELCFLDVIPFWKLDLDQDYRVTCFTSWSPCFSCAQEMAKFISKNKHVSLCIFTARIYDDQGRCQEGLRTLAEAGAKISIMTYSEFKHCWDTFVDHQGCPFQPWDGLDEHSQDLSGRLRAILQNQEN
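Read-out is eYFP fluorescence (Ex 488/Em 500-530) from Vif-expressing HeLa A3G-eYFP cells; more signal means A3G escaped Vif-mediated degradation. Cells plated overnight, compound pinned in, incubated overnight at 37 deg C.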
RGS4 inh = inhibitors of human regulator of G protein signaling 4; P49798; Transcreener GDP fluorescence polarization, RGS4-accelerated GTP hydrolysis; Potency, µM (series often up to 114 µM), for inactives: at the highest dose activity change, negative = inhibition, actives largely listed as inhibitors; hit rate 0.039% among 390,000; AID 504845; also: potency is read from the fitted curve at half-maximal effect; % is scaled to controls: 0 for no effect and ±100 for the full control effect; nearly all actives have a fitted effect of over 75% in size; some results filed as inactive show a strong effect at the top dose
Target sequence (P49798 whole entry, looked up): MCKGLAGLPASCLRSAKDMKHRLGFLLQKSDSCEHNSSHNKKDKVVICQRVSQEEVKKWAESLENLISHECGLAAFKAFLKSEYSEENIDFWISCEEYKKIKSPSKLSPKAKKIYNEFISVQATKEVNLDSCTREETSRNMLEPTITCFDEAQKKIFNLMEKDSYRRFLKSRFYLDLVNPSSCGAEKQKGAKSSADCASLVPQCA
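MLSMR compounds (23 nl, pin-transferred) preincubated 10 min at room temperature with a 500nM (2x) first reagent, then RGS4 at 900nM (2x) plus Transcreener GDP mix added; fluorescence polarization (620/688 nm) read before and after 90 min at 30 °C.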
LDHA inh = inhibitors of human lactate dehydrogenase A; purified LDHA, NADH/diaphorase-resazurin fluorescence; active compounds read low; activity change, % (values are at about 110 or 230 µM); hit rate 0.15% among 480,000; AID 1347041; in the data active = activity change below about -30%; inconclusive = mostly about -25% to -30%;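 also: plate controls were DMSO wells for no effect and wells without enzyme for full effect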
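Enzyme activity of human lactate dehydrogenase 5 (2 nM; 0.06 mM NADH, 0.2 mM pyruvate, 5 min, RT) is measured via a resazurin/diaphorase fluorescence readout of residual NADH.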
Vif-APOBEC3F blk = inhibitors of Vif-A3F interaction; HeLa A3F-eYFP + Vif (tagged APOBEC3F with the HIV-1 protein that degrades it), YFP fluorescence increase; hit rate 0.2% among 390,000; Potency, µM (series often up to 46.1 µM), for the others: top-dose activity, negative = active; also: potency is read from the fitted curve at half-maximal effect; % of control where 0% means no effect; nearly all actives have a fitted effect of over 65% in size
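HeLa cells stably expressing Vif plus C-terminally eYFP-tagged A3F were seeded, incubated overnight at 37 deg C, dosed with compound, incubated overnight again at 37 deg C. Yellow fluorescence (Ex 488/Em 500-530) reported blocked Vif-mediated A3F-eYFP degradation.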
* marks the source's active call; other numbers are inactive results; ? = inconclusive; · = no result given; [ ] = remark or other dose. Unless noted, calls follow the shape of the dose curve; as a rule, active = well fitted curve in the direction sought with a large enough effect; inconclusive = small, poorly fitted or top-dose-only effect, or another doubt; inactive = no such curve, though single readings can be large; an effect the other way counts as inactive or inconclusive. A portion of the library. The share of hits here may be higher or lower than overall.

smiles	ERG-DNA inh	D2 antagonist	GRP78 ERSR act	D2 agonist	12-LOX inh	Vif-APOBEC3G blk	RGS4 inh	LDHA inh	Vif-APOBEC3F blk
CC(C)(C)[C@H]1C=C(C(=O)N2CCN(Cc3ccccc3)CC2)O[C@@H](OCc2ccc(CO)cc2)C1	18%	2	2%	-0.3	14%	1%	25%	1	3%
Cc1ccc(NC(=O)CCCn2c(=O)c3cccn3c3ccccc32)cc1Cl	-1%	·	-5%	1.7	-13%	4%	8%	-5	1%
COC(=O)COc1cccc(NC(=O)C(c2ccccc2)c2ccccc2)c1	-8%	-12	1%	0.6	0%	4%	2%	-2	-30%
CCc1ccccc1NC(=O)CCN1C(=O)C2CC=CCC2C1=O (configuration not stated)	1%	-13	-4%	0.3	0%	2%	7%	-4	-11%
COc1ccc2c(c1)c(CC(=O)Nc1ccccc1OC)c(C)n2C(=O)c1ccc(Cl)cc1	5%	-6	-3%	-0.4	-14%	0%	7%	-3	0%
O=C(OC(C(=O)NCC1CCCO1)c1ccccn1)c1cccs1 (configuration not stated)	·	-8	-3%	0.0	-6%	2%	-20%	-8	-2%
CCOC(=O)c1oc2ccccc2c1CN1CCN(c2ccccc2)CC1	4%	-7	-9%	1.3	?	-2%	-17%	0	-8%
O=C(NCCCN1CCCC1=O)c1cccc(S(=O)(=O)Nc2ccccc2Cl)c1	-5%	-24	-3%	0.2	7%	0%	-3%	-6	-3%

3 of the compounds above, field by field.
CCc1ccccc1NC(=O)CCN1C(=O)C2CC=CCC2C1=O (configuration not stated)
  ERG-DNA inh: 1%; D2 antagonist: -13; GRP78 ERSR act: -4%; D2 agonist: 0.3; 12-LOX inh: 0%; Vif-APOBEC3G blk: 2%; RGS4 inh: 7%; LDHA inh: -4; Vif-APOBEC3F blk: -11%
COC(=O)COc1cccc(NC(=O)C(c2ccccc2)c2ccccc2)c1
  ERG-DNA inh: -8%; D2 antagonist: -12; GRP78 ERSR act: 1%; D2 agonist: 0.6; 12-LOX inh: 0%; Vif-APOBEC3G blk: 4%; RGS4 inh: 2%; LDHA inh: -2; Vif-APOBEC3F blk: -30%
Cc1ccc(NC(=O)CCCn2c(=O)c3cccn3c3ccccc32)cc1Cl
  ERG-DNA inh: -1%; D2 antagonist: ·; GRP78 ERSR act: -5%; D2 agonist: 1.7; 12-LOX inh: -13%; Vif-APOBEC3G blk: 4%; RGS4 inh: 8%; LDHA inh: -5; Vif-APOBEC3F blk: 1%

Limited to ERG-DNA inh, LDHA inh and 12-LOX inh, for two of the compounds above:
compound	ERG-DNA inh	LDHA inh	12-LOX inh
COC(=O)COc1cccc(NC(=O)C(c2ccccc2)c2ccccc2)c1	-8%	-2	0%
CCc1ccccc1NC(=O)CCN1C(=O)C2CC=CCC2C1=O (configuration not stated)	1%	-4	0%

(more compounds)
smiles	ERG-DNA inh	D2 antagonist	GRP78 ERSR act	D2 agonist	12-LOX inh	Vif-APOBEC3G blk	RGS4 inh	LDHA inh	Vif-APOBEC3F blk
Cc1cc(C(=O)NN)c2cc(Br)ccc2n1	·	-18	-3%	1.0	16%	?	-23%	1	-4%
CC(/C=N/NC(=O)c1sc(N)nc1C)=C\c1ccccc1	1%	-20	13%	2.3	-1%	0%	-13%	-5	-10%
CC(NC(=O)/C(=C\c1cccc([N+](=O)[O-])c1)NC(=O)c1ccco1)C(=O)O (configuration not stated)	·	15	-1%	0.7	?	4%	11%	1	1%
Cc1ccc(Cl)cc1N1CCN(C(=O)c2cc(S(=O)(=O)N3CCCCCC3)cn2C)CC1	-1%	·	0%	-0.7	-24%	0%	-2%	1	0%
CC(=O)c1ccc(N/C=C\C(=O)c2ccc(C)cc2)cc1	-5%	6	2%	-0.3	7%	1%	-24%	3	9%
COc1ccccc1CCNS(=O)(=O)c1ccc(C(=O)O)n1C	1%	-9	-2%	0.1	8%	0%	-11%	-3	2%
CCc1cccc(NC(=O)CC2SC(N3CCCC3)=NC2=O)c1 (configuration not stated)	12%	·	-3%	·	370%[activator]	-6%	-26%	-3	5%
Cc1ccc(CNC(=O)CSc2nc3ccsc3c(=O)n2Cc2ccccc2F)cc1	-2%	·	-3%	·	4%	2%	6%	-8	2%
Clc1ncccc1-c1nnn(-c2ccccc2Br)n1	-8%	-3	2%	-0.2	-18%	-9%	-3%	-14	-2%
Cc1ccc(C(=O)CNc2ccc(Br)cc2)cc1	8%	17	5%	0.6	?	0%	-7%	4	4%
CC1=C(C(=O)Nc2ccccn2)C(c2ccc(Cl)cc2)NC(=S)N1 (configuration not stated)	-3%	·	7%	·	-14%	-1%	-53%	-1	2%
O=c1c(Cl)c(NS(=O)(=O)c2ccccc2)cnn1-c1ccccc1	-7%	3	2%	0.1	0%	0%	-12%[11.4 µM]	-3	-7%
CC(NC(=O)COc1ccc(/C=N/NC(=O)CO)cc1)c1ccccc1 (configuration not stated)	3%	-5	-3%	0.4	0%	1%	-7%	-2	-6%
CCOc1ccccc1-c1cc(C(=O)N2CCOCC2)c2ccccc2n1	4%	·	-5%	·	12%	0%	5%	-5	-19%
CCCCNC(=O)C1(C)CCN1Cc1cc(C)ccc1C (configuration not stated)	·	·	0%	·	4%	1%	·	-2	·
Cc1ccc(-c2nnc(Nc3ccccc3)c3ccccc23)cc1S(=O)(=O)N1CCN(C)CC1	0%	·	1%	1.6	-26%	2%	-22%	-10	-1%
CCc1nn(CC(=O)NCc2ccc(C)cc2)c(=O)c2cc3occc3n12	4%	·	-4%	-1.0	?	2%	-22%	-8	9%
O=Cc1cn(-c2ccccc2)nc1-c1ccccn1	-6%	-16	1%	-3.1	3%	-1%	-4%	-5	-11%
Cc1ccc2nc(NC(=O)CSc3nncc(=O)n3N)sc2c1	-4%	7	-3%	0.5	-11%	3%	14%	-4	-8%
O=C(CSc1ccc2nnc(-c3cccnc3)n2n1)NCC1CCCO1 (configuration not stated)	-1%	-5	-3%	-0.5	25%	0%	-6%	-5	0%
Cc1cc(C)c(NC(=S)N(CCc2ccncc2)C(C)C)c(C)c1	-21%	1	-4%	-1.8	11%	2%	-11%	1	10%
CN(Cc1ccccc1)C1CCN(Cc2ccccc2[N+](=O)[O-])CC1	0%	·	-5%	·	?	0%	-16%	-21	0%
O=C(NCc1cccnc1)c1csc([C@@H]2C[C@H](O)[C@@H](CO)O2)n1	·	·	-3%	·	-14%	-18%	·	-1	·
CCN(CC1CCCN(CCc2cccc(F)c2)C1)C(=O)c1ccoc1C (configuration not stated)	·	·	-7%	·	·	-5%	·	2	-13%
CN(CC(=O)Nc1cccnc1)S(=O)(=O)c1cc(Cl)ccc1Cl	-3%	7	-2%	-0.2	0%	-2%	-23%	-2	-7%
CCCCNC(=S)N/N=C/c1cccc(OCC)c1O	-5%	16	3%	1.3	6%	2%	3%	-5	?
COC(=O)CN1C(=O)C(O)(c2c(C)[nH]c3ccccc23)c2ccccc21 (configuration not stated)	-7%	·	-6%	·	-16%	1%	-15%	-13	4%
CCc1ccc2c(c1)NC(=O)C2(C)Cc1cccc(F)c1 (configuration not stated)	·	·	-3%	·	1%	-6%	·	3	·
COC(=O)c1c(NC(=O)C2c3ccccc3Oc3ccccc32)sc2c1CCC(C)C2 (configuration not stated)	-4%	·	-2%	1.1	-17%	6%	4%	-9	-2%
CCOc1ccc2oc(C(=O)N(C)CCc3ccc(OC)c(OC)c3)c(C)c2c1	6%	13	-2%	-0.2	-25%	-1%	3%	-1	3%
CCCc1[nH]n(-c2ccc(F)cc2)c(=O)c1C=NCC1CCCO1 (configuration not stated)	2%	·	-3%	·	6%[57.4 µM]	-6%	-5%	-1	0%
CC(=O)c1cccc(NC(=O)Nc2ccc(C(=O)N3CCOCC3)cc2)c1	6%	10	-4%	1.2	-15%	2%	2%	-6	-4%
CCOc1ccc(-c2[nH]nc3c2C(c2cccnc2)C(C#N)=C(N)O3)cc1 (configuration not stated)	-2%	-18	8%	-0.1	?	-7%	-27%	-4	-3%
Cc1cc(OCCn2cncn2)ccc1[N+](=O)[O-]	12%	3	-1%	-0.5	13%	-6%	26%	1	-2%
COc1cc(C#CC#CCN2CCCCC2)ccc1O	-3%	-5	5%	0.1	-31%	0%	11%	-2	1%
COc1ccc(-c2nc3ccccc3s2)cc1NC(=O)COc1ccccc1C	6%	·	-2%	-0.5	-20%	1%	11%	-6	1%
O=C(CNC(=O)OCc1ccccc1)NC1CCCCNC1=O (configuration not stated)	7%	-13	2%	-0.2	-2%	-5%	-4%[56.9 µM]	-3	-1%
Cc1cccc(/C=N/NC(=O)c2cccc(Cl)c2)n1	-1%	12	0%	-0.2	-4%	0%	0%	-1	-5%
N#Cc1ccccc1NC(=O)COC(=O)c1ccc(S(=O)(=O)N2CCCC2)cc1	2%	-9	-3%	-0.4	443%[activator]	0%	17%	-4	3%
O=C(NC1CCCC1)c1cccc(Cl)c1	-5%	14	1%	-0.6	-16%	6%	-3%	-7	2%
COc1cc(C(=O)N/C(=C\c2cn(C)c3ccccc23)C(=O)NCCCO)cc(OC)c1OC	5%	12	-2%	1.0	-24%	3%	28%	1	1%
